ABHD5 PLIN5 PPI: blocks binding of human ABHD5 to perilipin-5. Split G. princeps luciferase complementation, luminescence, 4 h. 0.78% of 360,000 active. inhibition, % at 4 µM. AID 602281;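 active = inhibition above the mean inhibition across every tested compound plus 3 SD, cut at about 22% in these data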;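 note: 0% = DMSO only wells and the 100% control is not disclosed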
Target sequence (Q00G26 whole entry, looked up): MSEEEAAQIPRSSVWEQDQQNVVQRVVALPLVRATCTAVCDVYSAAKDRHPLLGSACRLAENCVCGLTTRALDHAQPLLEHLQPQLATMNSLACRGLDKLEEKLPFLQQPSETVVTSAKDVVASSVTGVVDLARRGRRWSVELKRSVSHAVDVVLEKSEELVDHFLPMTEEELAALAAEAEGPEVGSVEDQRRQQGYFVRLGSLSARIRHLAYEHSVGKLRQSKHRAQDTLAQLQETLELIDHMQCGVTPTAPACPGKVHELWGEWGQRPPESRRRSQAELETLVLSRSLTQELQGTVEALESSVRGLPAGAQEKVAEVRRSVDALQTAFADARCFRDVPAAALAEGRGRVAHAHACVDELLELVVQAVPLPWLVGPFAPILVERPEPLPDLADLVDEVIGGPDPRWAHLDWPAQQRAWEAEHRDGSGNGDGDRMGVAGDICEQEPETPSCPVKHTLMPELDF
Target sequence (Q8WTS1 whole entry, looked up): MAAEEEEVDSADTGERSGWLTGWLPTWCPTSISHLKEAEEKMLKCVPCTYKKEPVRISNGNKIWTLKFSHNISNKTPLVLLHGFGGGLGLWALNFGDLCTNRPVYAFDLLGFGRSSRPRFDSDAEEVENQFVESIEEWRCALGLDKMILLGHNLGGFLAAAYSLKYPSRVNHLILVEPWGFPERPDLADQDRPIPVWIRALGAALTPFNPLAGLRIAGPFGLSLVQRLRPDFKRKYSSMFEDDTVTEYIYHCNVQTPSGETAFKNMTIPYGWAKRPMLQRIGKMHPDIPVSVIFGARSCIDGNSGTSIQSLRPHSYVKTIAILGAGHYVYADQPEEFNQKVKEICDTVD
Granule exo inh: lytic granule exocytosis inhibition; TALL-104 LAMP-1 surface exposure, flow cytometry; cells stimulated with thapsigargin and PMA; inhibition, % at 10 µM; 0.66% of 360,000 active; AID 651702;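 active = inhibition above about 55%, limit read from the data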
SRC1 inh: inhibitors of human steroid receptor coactivator 1 (SRC1) | Q15788 | HEK293 GAL4-SRC1 luciferase reporter, luminescence | inhibition, % at 3.6 µM | 0.12% of 360,000 active | AID 588354;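 active = inhibition above the campaign mean plus 3 SD, with each screening campaign given its own cutoff, cut at about 60% in these data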;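 note: 0% = DMSO treated cells and 100% = gossypol at 36 µM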
NCOA3 inh: inhibitors of human steroid receptor coactivator 3 (SRC3). Q9Y6Q9. HEK293 GAL4-SRC3 luciferase reporter, luminescence. inhibition, % at 3.6 µM. 0.17% of 360,000 active;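 active = inhibition above a per-campaign cutoff, the mean of all compounds plus 3 SD, cut at about 60% in these data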;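 note: 0% = DMSO-treated cells and 100% = gossypol-treated cells at 36 µM; higher means less SRC3-driven luciferase light from the GAL4 reporter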
COUP-TFII inh: blocks human COUP-TFII nuclear receptor. inhibition, % at 8.6 µM. HEK293T NGFI-A luciferase reporter, luminescence. AID 686940. P24468. 0.7% of 370,000 active;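 active = inhibition above a per-plate cutoff, mean inhibition of test wells between control levels plus 3 SD, cut at about 38% in these data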;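 note: cells cotransfected with COUP-TFII expression vector driving the NGFI-A reporter; 0% = median of COUP-TF2 test wells and 100% = reporter-only cells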
TROY signal inh: blocks TROY-dependent signaling in reporter cells; Q293 LMP1-TROYcd NF-kB luciferase reporter, 4 h; inhibition, % at 10 µM; 0.98% of 360,000 active;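 active = compounds whose plate-normalised and pattern-corrected inhibition of the luciferase reporter signal at the single screening dose is 50% or more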
TLR9-MyD88 block: blocks human TLR9 binding to MyD88 | Q9NR96+Q99836 | CHO BLA complementation TLR9-MyD88, CCF4 FRET ratio | inhibition, % at 4.98 µM | 0.21% of 340,000 active | AID 504734;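 active = inhibition above the mean over all tested compounds plus 3 SD, cut at about 21% in these data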;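 note: 0% = DMSO only wells and 100% = clavulanate BLA inhibitor control wells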
TWEAK Fn14 block: inhibitors of TWEAK-Fn14 interaction signaling; 2% of 360,000 active; inhibition, % at 10 µM; TWEAK-stimulated Fn14 reporter cells, luciferase luminescence, 8 h; AID 1159606; in the data active = inhibition above about 50%
NCOA2 inhibitor: inhibits human steroid receptor coactivator 2; 0.17% of 370,000 active; HEK293 GAL4-SRC2 luciferase reporter, luminescence; AID 651957; inhibition, % at 9 µM; Q15596;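 active = inhibition above the mean inhibition of all tested compounds plus 3 SD, set per campaign, cut at about 52% in these data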;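 note: 0% = DMSO treated cells and 100% = cells given Gossypol at 36 µM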
LRH-1 inv ag: inverse agonists of human LRH-1 (NR5A2) | 0.13% of 360,000 active | AID 602396 | inhibition, % at 3.6 µM | HEK293T StAR-luciferase reporter, LRH-1 transfected, 24 h | O00482;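 active = inhibition above the mean inhibition of all tested compounds plus 3 SD, cut at about 73% in these data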;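 note: 0% = DMSO wells and 100% = reporter-only cells lacking LRH-1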
NOD2 RIPK2 PPI: blocks binding of human NOD2 to RIPK2. O43353. CHO BLA complementation NOD2-RIPK2, CCF4 ratio. inhibition, % at 4.98 µM. 0.38% of 360,000 active. AID 624267; in the data active = inhibition above about 21%;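 note: 0% = vehicle only and 100% = reference blocker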
* marks the source's active call; other numbers are inactive results; . = not tested or not shown. An excerpt; count on the stated rates, not on these rows.

Abbreviations: A = ABHD5 PLIN5 PPI; B = Granule exo inh; C = SRC1 inh; D = NCOA3 inh; E = COUP-TFII inh; F = TROY signal inh; G = TLR9-MyD88 block; H = TWEAK Fn14 block; I = NCOA2 inhibitor; J = LRH-1 inv ag; K = NOD2 RIPK2 PPI
molecule: Cc1nn(C(C)C(=O)NCCN2CCCC2)c(=O)c2c1sc1ccccc12 (stereo not given)
  A: -2	B: -3	C: 3	D: -40	E: 7	F: 6	G: -9	H: -4	I: -4	J: -3	K: 4
molecule: CCNC(=O)NC(=O)C(C)OC(=O)C1CCN(S(=O)(=O)c2ccc(C)c(C)c2)CC1 (stereo not given)
  A: 0	B: 3	C: -5	D: -6	E: 4	F: 3	G: -2	H: 11	I: 9	J: -13	K: -8
molecule: COc1ccc(S(=O)(=O)N2CCSC2c2ccccc2)cc1 (stereo not given)
  A: -6	B: 2	C: -3	D: 3	E: 15	F: 7	G: 1	H: 22	I: -15	J: 14	K: 7
molecule: O=C(c1ccc(OC2CCN(Cc3ccccc3OC(F)F)CC2)cc1)N1CCCC1
  A: 3	B: 0	C: 15	D: 18	E: 20	F: 8	G: -10	H: -6	I: -7	J: -35	K: 7
molecule: Cc1ccc(C(=O)NC2CC(C)(C)NC(C)(C)C2)cc1C
  A: -7	B: -2	C: -12	D: -11	E: -7	F: 20	G: 8	H: 11	I: -12	J: 5	K: -14
molecule: C=CC[C@H](CC(=O)NCCO)C(=O)N[C@H](COC(=O)[C@H](CC=C)CC(=O)OC(C)(C)C)c1ccccc1
  A: -5	B: 8	C: -4	D: 7	E: 3	F: 2	G: 9	H: -5	I: -3	J: 8	K: -10
molecule: Nc1c(C(=O)CSc2nccn2-c2ccc(Cl)cc2)c(=O)[nH]c(=O)n1C1CC1
  A: -6	B: 6	C: 14	D: -17	E: -17	F: 3	G: 2	H: -8	I: 13	J: -4	K: -5
molecule: Clc1ccc(OCc2nn[nH]n2)cc1
  A: 2	B: 0	C: 4	D: 19	E: 17	F: -11	G: 0	H: 17	I: -19	J: 8	K: 3
molecule: CCC(C)NCCOc1cc(C)cc(C)c1C (stereo not given)
  A: 4	B: -2	C: -11	D: 24	E: -9	F: -8	G: -1	H: 24	I: -13	J: -12	K: 2
molecule: c1ccc(COc2cccc(-c3cc4nc(NCCN5CCOCC5)ccn4n3)c2)cc1
  A: 5	B: 4	C: -7	D: -2	E: 13	F: 23	G: .	H: 34	I: 2	J: 7	K: -3
molecule: CC1CCC(N2CCN(c3ccc([N+](=O)[O-])cc3)CC2)CC1 (stereo not given)
  A: 0	B: 51	C: -1	D: -4	E: -10	F: 9	G: 1	H: -16	I: -7	J: 0	K: -2
molecule: Cc1cc(Cl)c2oc(C(=O)N(C)C3CCOC3)c(C)c2c1 (stereo not given)
  A: 4	B: -1	C: -88	D: -55	E: -36	F: -41	G: -8	H: -39	I: -60	J: -102	K: -7
molecule: Nc1ccc2c3c(cccc13)-c1ccccc1-2
  A: -15	B: 0	C: -44	D: -40	E: -19	F: -18	G: 62*	H: 2	I: -69	J: -10	K: 67*
molecule: CCc1cc(Br)ccc1NC(=O)C1CCCO1 (stereo not given)
  A: 4	B: -1	C: 17	D: 18	E: 19	F: 7	G: -14	H: 16	I: -19	J: -16	K: -4
molecule: CCN1CCN(c2nnc(-c3ccc(F)cc3)c3ccccc23)CC1
  A: -2	B: 32	C: -3	D: -6	E: -26	F: -8	G: -5	H: 5	I: 4	J: 15	K: 6
molecule: O=C(CN(C(=O)CSc1nnc(COc2ccccc2)o1)c1ccc(F)cc1)NC1CCCCC1
  A: 2	B: -2	C: 14	D: 18	E: -5	F: 7	G: -11	H: 4	I: -19	J: 1	K: -5
molecule: OC(c1cccc(CN2CCCCC2)c1)c1ncc(-c2ccccc2Cl)[nH]1 (stereo not given)
  A: 4	B: 0	C: -9	D: 7	E: 2	F: -7	G: .	H: -5	I: 23	J: -42	K: -10
molecule: CC(C)CN(C(=O)c1cccc([N+](=O)[O-])c1)c1c(N)n(CC(C)C)c(=O)[nH]c1=O
  A: 1	B: -11	C: 7	D: -11	E: 3	F: -7	G: 8	H: 1	I: 3	J: 0	K: -1
molecule: O=C1CCN(C(=O)c2ccc(Cl)cc2)N1
  A: -3	B: 0	C: 12	D: -7	E: -7	F: -6	G: 8	H: -10	I: -5	J: 1	K: -7
molecule: Cc1ccc(CNC(=O)C(=O)NCC2OCCN2S(=O)(=O)c2ccc(Br)cc2)cc1 (stereo not given)
  A: 6	B: 1	C: -48	D: 24	E: 48*	F: 11	G: -3	H: 18	I: 8	J: 24	K: 8
molecule: O=C(CCc1nc2sc3c(c2c(=O)[nH]1)CCCC3)NCCc1ccc(F)cc1
  A: -14	B: 0	C: 15	D: -7	E: 11	F: 5	G: 1	H: -5	I: 14	J: -28	K: 10
molecule: CCCCn1c(N)c(N(CC(C)C)C(=O)c2cc3c(s2)CCC3)c(=O)[nH]c1=O
  A: -7	B: 8	C: -1	D: -1	E: .	F: -4	G: -7	H: -8	I: .	J: -4	K: -1
molecule: Cc1ccc(S(=O)(=O)N2CCCC2CNC(=O)c2ccccc2)cc1 (stereo not given)
  A: -5	B: 3	C: -12	D: -6	E: -1	F: -6	G: -10	H: -6	I: -10	J: -15	K: -11
molecule: CC(=O)N1CCN(c2ccc(NC(=S)NC(=O)c3ccccc3)cc2)CC1
  A: -3	B: -5	C: 7	D: 8	E: 2	F: 7	G: -8	H: -21	I: 5	J: 2	K: -3
molecule: CO/N=C/C(C#N)=C/c1ccc(OC)cc1
  A: 2	B: -3	C: -21	D: -28	E: -21	F: -25	G: -1	H: -15	I: -68	J: -39	K: -16

Carrying on.
Abbreviations: A = ABHD5 PLIN5 PPI; B = Granule exo inh; C = SRC1 inh; D = NCOA3 inh; E = COUP-TFII inh; F = TROY signal inh; G = TLR9-MyD88 block; H = TWEAK Fn14 block; I = NCOA2 inhibitor; J = LRH-1 inv ag; K = NOD2 RIPK2 PPI
molecule: CN(C)S(=O)(=O)N1CCN(C(=O)c2ccccc2)CC1
  A: -2	B: 9	C: 5	D: 7	E: -3	F: 7	G: 1	H: -5	I: 5	J: -2	K: -5
molecule: COc1ccc(OC(C)C(=O)NC2CCCCCCC2)cc1 (stereo not given)
  A: 3	B: -6	C: -1	D: 0	E: 9	F: 10	G: 5	H: -2	I: 0	J: -11	K: 7
molecule: Cc1cc(NS(=O)(=O)c2c(C(=O)N3CCOCC3)c(C)n(C)c2C)ccc1Br
  A: 13	B: -8	C: 2	D: 23	E: 13	F: -2	G: -3	H: 33	I: 16	J: 5	K: -1
molecule: CC(/C=N/NC(=O)c1cc(-c2ccncc2)nc2ccccc12)=C\c1ccco1
  A: 9	B: 2	C: -19	D: 5	E: .	F: 3	G: 8	H: 13	I: .	J: 33	K: 4
molecule: CCOC(=O)C1CCCN(C(=O)Cc2ccc(OC)c(OC)c2)CC1 (stereo not given)
  A: 0	B: -8	C: 8	D: 18	E: 1	F: 11	G: .	H: -4	I: -10	J: 5	K: -12
molecule: O=C(c1ccccc1Cl)N1CCN(C(=O)C2CCCO2)CC1 (stereo not given)
  A: 3	B: 2	C: 8	D: 13	E: 7	F: 15	G: 2	H: 12	I: -25	J: -2	K: 13
molecule: CC(C)CC(OC(=O)c1cccs1)C(=O)NCC1CCCO1 (stereo not given)
  A: -2	B: 0	C: 3	D: -1	E: 11	F: 10	G: 9	H: 15	I: 14	J: 4	K: -4
molecule: CN(C)c1cccc(C(=O)NN2C(=O)NC3(CCCCC3)C2=O)c1
  A: -3	B: 32	C: -24	D: -36	E: -27	F: -39	G: -9	H: -30	I: -22	J: -72	K: -6
molecule: Cc1ccc(C(=O)N/C(=C\c2cn(-c3ccccc3)nc2-c2ccccc2)C(=O)N2CCOCC2)cc1
  A: -12	B: 0	C: -8	D: 8	E: -2	F: -8	G: -9	H: -5	I: -7	J: -46	K: 1
molecule: CC(=O)NN1C(=O)/C(=C\c2ccc(Br)o2)SC1=S
  A: 2	B: 4	C: -6	D: 5	E: -16	F: 21	G: 6	H: 4	I: 38	J: 2	K: 15
molecule: CCOC(=O)c1c(C)[nH]c(C(C)=NNC(=O)c2cccs2)c1C
  A: -1	B: -1	C: -96	D: -91	E: -34	F: -43	G: -14	H: -26	I: -42	J: -113	K: -6
molecule: CCN(CC)CCCNC(=O)Cn1nc([N+](=O)[O-])c(Cl)c1C
  A: 1	B: 8	C: -24	D: 11	E: 7	F: 5	G: -11	H: -6	I: 1	J: 8	K: -14
molecule: CCN(CC)CCn1c(=N)n(CCO)c2ccccc21
  A: 3	B: -2	C: -15	D: 13	E: 8	F: 2	G: -7	H: 4	I: -23	J: 3	K: 0
molecule: CCCc1cc(=O)oc2cc(OCC(=O)N3CCOCC3)c(Cl)cc12
  A: 3	B: 0	C: -3	D: -9	E: 2	F: 0	G: 2	H: 6	I: 8	J: 0	K: 2
molecule: CCOC(=O)C1CCN(C(=O)CCNS(=O)(=O)c2cc(Br)cnc2N)CC1
  A: 1	B: 1	C: 13	D: 15	E: 17	F: 2	G: 5	H: -8	I: 7	J: 4	K: 4
molecule: CCOc1ccccc1NC(=O)c1cccc2c1C(=O)N(CCOC)C2
  A: -5	B: -1	C: -7	D: -5	E: -75	F: 9	G: -1	H: 8	I: -25	J: -1	K: -1
molecule: COC(=O)c1ccc(N/N=C/c2cc([N+](=O)[O-])cc(OC)c2O)cc1
  A: -1	B: 0	C: -8	D: 7	E: 2	F: -8	G: 1	H: -17	I: -17	J: 6	K: -7
molecule: O=C(NC1=NCCS1)c1ccc2c(c1)C(=O)N(Cc1ccco1)C2=O
  A: 0	B: 0	C: -7	D: -7	E: 3	F: 8	G: 6	H: -22	I: -14	J: -17	K: 2
molecule: Cc1ccc(S(=O)(=O)Cc2ccc(C(=O)OCc3ccccc3)cc2)cc1
  A: -6	B: 1	C: 1	D: -8	E: 4	F: -5	G: 1	H: -4	I: -6	J: 0	K: 1
molecule: O=c1c2nncn2c2cccnc2n1CCNc1ncc(C(F)(F)F)cc1Cl
  A: -2	B: -2	C: -5	D: 4	E: 5	F: -3	G: -1	H: -14	I: 4	J: -4	K: 10

Whole records from above. Order of screens: ABHD5 PLIN5 PPI, Granule exo inh, SRC1 inh, NCOA3 inh, COUP-TFII inh, TROY signal inh, TLR9-MyD88 block, TWEAK Fn14 block, NCOA2 inhibitor, LRH-1 inv ag, NOD2 RIPK2 PPI
Profile of `CCOc1ccccc1NC(=O)c1cccc2c1C(=O)N(CCOC)C2` = -5, -1, -7, -5, -75, 9, -1, 8, -25, -1, -1
Profile of `CN(C)c1cccc(C(=O)NN2C(=O)NC3(CCCCC3)C2=O)c1` = -3, 32, -24, -36, -27, -39, -9, -30, -22, -72, -6
Profile of `CCOC(=O)C1CCCN(C(=O)Cc2ccc(OC)c(OC)c2)CC1` (stereo not given) = 0, -8, 8, 18, 1, 11, ., -4, -10, 5, -12

Bioassay records (PubChem BioAssay)
